KDM5B inhibitor – blocks human KDM5B histone demethylase activity. 220,000 compounds, 2.6% hits. KDM5B demethylase, FDH-coupled NADH fluorescence (FDH is formaldehyde dehydrogenase). Q9UGL1. Potency, µM (highest dose often 57.7 µM), without a hit: at the top dose activity change, negative = inhibition, usual class: inhibitors. AID 1347165; active = well fitted inhibition curve with a large enough effect; inconclusive = small, poorly fitted or top-dose-only effect; inactive = no such curve, though single readings can be large or run the other way; note: 0% is about no effect; nearly all actives have a fitted effect of over 70% in size
Target sequence (Q9UGL1 whole entry, looked up): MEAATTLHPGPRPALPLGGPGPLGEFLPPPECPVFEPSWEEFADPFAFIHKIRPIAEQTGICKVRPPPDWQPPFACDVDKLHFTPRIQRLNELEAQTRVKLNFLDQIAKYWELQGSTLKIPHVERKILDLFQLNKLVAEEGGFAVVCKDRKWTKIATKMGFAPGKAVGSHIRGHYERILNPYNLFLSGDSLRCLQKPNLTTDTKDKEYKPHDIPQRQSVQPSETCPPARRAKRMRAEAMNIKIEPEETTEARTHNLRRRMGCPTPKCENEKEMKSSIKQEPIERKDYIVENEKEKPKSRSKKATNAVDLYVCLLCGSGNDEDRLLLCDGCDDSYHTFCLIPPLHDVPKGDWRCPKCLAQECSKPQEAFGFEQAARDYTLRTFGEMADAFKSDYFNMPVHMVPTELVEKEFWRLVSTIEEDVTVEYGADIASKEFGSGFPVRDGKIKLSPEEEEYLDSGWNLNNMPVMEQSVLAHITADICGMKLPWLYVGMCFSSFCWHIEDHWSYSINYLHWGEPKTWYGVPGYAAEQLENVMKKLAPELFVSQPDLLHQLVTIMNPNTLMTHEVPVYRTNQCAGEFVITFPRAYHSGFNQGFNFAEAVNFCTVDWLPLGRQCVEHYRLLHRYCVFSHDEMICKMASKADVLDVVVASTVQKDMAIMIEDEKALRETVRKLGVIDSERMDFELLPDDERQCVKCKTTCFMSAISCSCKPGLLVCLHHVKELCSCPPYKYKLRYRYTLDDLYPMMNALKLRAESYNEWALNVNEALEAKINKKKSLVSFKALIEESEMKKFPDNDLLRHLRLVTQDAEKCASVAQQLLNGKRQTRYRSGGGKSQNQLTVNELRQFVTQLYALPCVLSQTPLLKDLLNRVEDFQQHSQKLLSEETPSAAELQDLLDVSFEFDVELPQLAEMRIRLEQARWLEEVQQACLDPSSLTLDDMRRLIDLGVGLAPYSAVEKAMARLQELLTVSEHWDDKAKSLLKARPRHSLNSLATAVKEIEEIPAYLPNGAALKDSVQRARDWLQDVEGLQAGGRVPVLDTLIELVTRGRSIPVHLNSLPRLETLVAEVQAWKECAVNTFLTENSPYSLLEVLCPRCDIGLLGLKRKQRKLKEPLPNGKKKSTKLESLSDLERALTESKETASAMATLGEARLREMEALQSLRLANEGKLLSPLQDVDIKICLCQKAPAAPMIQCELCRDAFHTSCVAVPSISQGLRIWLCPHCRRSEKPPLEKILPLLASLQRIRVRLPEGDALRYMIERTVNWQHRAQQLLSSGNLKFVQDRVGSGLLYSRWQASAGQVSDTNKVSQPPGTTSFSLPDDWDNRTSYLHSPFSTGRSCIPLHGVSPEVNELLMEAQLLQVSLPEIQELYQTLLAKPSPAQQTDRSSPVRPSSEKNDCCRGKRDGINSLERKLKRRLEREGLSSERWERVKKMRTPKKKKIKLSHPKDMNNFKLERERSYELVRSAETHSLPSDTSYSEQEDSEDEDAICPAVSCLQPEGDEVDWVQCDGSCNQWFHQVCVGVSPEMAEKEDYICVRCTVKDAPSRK
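Coupled FDH/NAD⁺ fluorescence readout. KDM5BΔAP 200 nM final; compound titration, 10 min RT preincubation; substrate mix 12.5 µM H3K4me3, 25 µM 2-OG, 50 µM Fe(II), 100 µM ascorbate, 0.25 mM NAD⁺, 0.25 U/mL FDH; ΔRFU over 30 min.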
* hit, by the source's call; i = inactive; ? = inconclusive; [ ] = remark or other dose. Potency is the fitted concentration of half-maximal effect. Some of the compounds tested, so the mix of outcomes need not match the whole.

SMILES,KDM5B inhibitor
Cc1nc2c(c(=O)[nH]1)CCN(C(=O)c1c(C)nn(-c3ccc(F)cc3)c1C)C2,-30.4%
O=C(NC1CCCCC1)[C@@H]1C[C@@H](O)CN1C1CCN(C(=O)c2n[nH]c(=O)c3ccccc23)CC1,10.7%
Cn1ccnc1C(=O)N1CCCCCNC(=O)[C@H]2C[C@H](C(=O)N3CCc4ccccc4C3)C[C@H]21,-4.2%
CCOc1ccc(NC(=O)c2cc(S(=O)(=O)NC3CCCC3)ccc2F)cc1,15.8%
c1coc(-c2cc(CSc3nnc(-c4ccncc4)o3)no2)c1,-7.7%
Cc1nc2c(NS(=O)(=O)c3ccc(Cl)cc3)cccn2n1,-17.1%
CCCCC12CN3CC(C)(CN(C1)C3c1ccc(OCc3ccccc3)cc1)C2=O (stereo not drawn),-2.4%
O=C1C(=O)N2C(=C1C(=O)N1CCCCCC1)c1ccccc1CC21CCCC1,7.6%
COc1ccc(OC)c(NC(=O)COc2cccc(C)c2C)c1,11.5%
CCOc1ccccc1NC(=O)c1nn(-c2ccc(OC)cc2)c(=O)c2c1c1ccccc1n2C,-2.9%
Cc1nc2sc3c(c2c(-c2ccccc2)c1C(N)=O)CCCC3,-22.8%
N#Cc1ncccc1CCc1cccc(Cl)c1,23.8%

A few values from the list:
Under KDM5B inhibitor, Cn1ccnc1C(=O)N1CCCCCNC(=O)[C@H]2C[C@H](C(=O)N3CCc4ccccc4C3)C[C@H]21 reads -4.2%
Under KDM5B inhibitor, CCCCC12CN3CC(C)(CN(C1)C3c1ccc(OCc3ccccc3)cc1)C2=O (stereo not drawn) reads -2.4%
Under KDM5B inhibitor, O=C1C(=O)N2C(=C1C(=O)N1CCCCCC1)c1ccccc1CC21CCCC1 reads 7.6%
Under KDM5B inhibitor, Cc1nc2c(NS(=O)(=O)c3ccc(Cl)cc3)cccn2n1 reads -17.1%

Back to the main list, repeating the six entries before the break.
SMILES,KDM5B inhibitor
CCCCC12CN3CC(C)(CN(C1)C3c1ccc(OCc3ccccc3)cc1)C2=O (stereo not drawn),-2.4%
O=C1C(=O)N2C(=C1C(=O)N1CCCCCC1)c1ccccc1CC21CCCC1,7.6%
COc1ccc(OC)c(NC(=O)COc2cccc(C)c2C)c1,11.5%
CCOc1ccccc1NC(=O)c1nn(-c2ccc(OC)cc2)c(=O)c2c1c1ccccc1n2C,-2.9%
Cc1nc2sc3c(c2c(-c2ccccc2)c1C(N)=O)CCCC3,-22.8%
N#Cc1ncccc1CCc1cccc(Cl)c1,23.8%
Cc1ccc2c(CN3CCN(C)CC3)cc(=O)oc2c1C,4.8%
CC(=O)Nc1ccc2oc(-c3cncc(Br)c3)nc2c1,?
Cc1cc(=O)[nH]c2nnc(SCc3ccc(Cl)cc3)n12,1.5%
Cc1ccc(-c2nc(CCNS(=O)(=O)c3cc(C)ccc3C)cs2)cc1,8.1%
CCC1CCCN(C(=O)Cn2cc(Br)c(=O)[nH]c2=O)C1 (stereo not drawn),20.4%
O=C(O)CCC(=O)N1C[C@@H]2OCC(=O)N(c3ccccc3)[C@@H]2C1,-7.7%[86.2 µM]
O=S(=O)(c1cccs1)N1CCc2nc(C3CC3)nc(-c3ccc(Cl)cc3)c2C1,20.5%[115 µM]
COc1ccc(Cl)cc1-c1nc(SC(C)C(=O)NC2CCCCC2)n[nH]1 (stereo not drawn),-9.3%
CC(C)(C)c1ccc(C(=O)Nc2cc(-c3ccccc3)nn2-c2ccccc2)cc1,-5.6%
CC[C@@H]1[C@@H](NC(=O)CCc2c(C)nc3ncnn3c2C)[C@@H]2CCO[C@H]12,-10.7%
COc1ccc(CN2CCC3(CNc4ccccc4[S+](=O)([O-])N3)C2)cc1 (stereo not drawn),-5.4%
COC(=O)c1ccccc1NC(=O)CN(c1cccc(C)c1C)S(C)(=O)=O,-21.8%
O=C(Cn1cc(Br)c(=O)[nH]c1=O)N1CCSCC1,20.1%
COCCCNC(=O)c1oc2c(c1C)-c1nn(Cc3ccccc3Cl)cc1CC2,?
O=C(C1CCN(S(=O)(=O)N2CCOCC2)CC1)N1CCc2nc3cc[nH]n3c(=O)c2C1,31.6µM*
COCc1nn2c(=O)c(NC(=O)c3ccccc3Cl)cnc2s1,13.2%
Cc1ccccc1CN1CCN(C(=O)c2ccc3ccccc3n2)CC1,-5.3%
Cn1ccnc1C(=O)N1CCCCCCNC(=O)[C@@H]2C[C@@H](c3nc(-c4cccnc4)no3)C[C@@H]21,-16.5%
O=C(Nc1cccc(C(=O)OCc2cc(=O)n3c4c(sc3n2)CCCC4)c1)c1ccc(Cl)cc1,?
Cc1ccc(-c2cc(C(=O)NC3CC3)c3ccccc3n2)cc1,40.3%[activator]
COc1ccc(C(=O)Nc2cccc(OCc3cc(=O)n4c5c(sc4n3)CCCC5)c2)cc1,?
O=C1NCCN2CC3(CCN(S(=O)(=O)Cc4ccccc4)CC3)CC12 (stereo not drawn),?
Cc1ccc2nc(Cl)c(C3CC(c4ccco4)=NN3C(=O)CCCC(=O)O)cc2c1 (stereo not drawn),19.8%
CCN(CCN1CCCC1)C(=O)C1CCC(=O)N(CCCN2CCOCC2)C1 (stereo not drawn),-10.3%
CCc1cccc(-n2nnnc2N2CCN(C(=O)NC(C)(C)c3ccccc3)CC2)c1,24.0%[115 µM]
CC(C#N)Sc1ccc(S(=O)(=O)N2CCCCC2)cn1 (stereo not drawn),26.7%
CCCNc1c(NC(=O)Nc2ccccc2C)c(=O)oc2ccccc12,7.9%
COc1cc(C2CC(=O)N(c3ccccc3)C3=C2C(=O)OC3)cc(OC)c1OC (stereo not drawn),-15.3%
CCOC(=O)C1CCCN(CCOc2cccc(C(F)(F)F)c2)C1 (stereo not drawn),29.6%
CCOc1ccc(NC(=O)c2cc3c(s2)CN(C2CCCC2)C3)cc1,?
COc1ccccc1/C=C/C=N/n1c(-c2n[nH]c3c2CCC3)n[nH]c1=S,-12.2%
CNC(C)c1ccncc1 (stereo not drawn),15.8µM*
O=C(NC1CCCc2ccccc21)c1cc(Sc2cccc(Cl)c2)nc2ccccc12 (stereo not drawn),21.4%
O=C(NNC(=S)Nc1ccc(Cl)c(Cl)c1)c1cccc([N+](=O)[O-])c1,?
C=CCn1c(SCc2cccc(C)c2)nc2c1c(=O)n(C)c(=O)n2C,-12.6%
Cn1nc(C(=O)NCc2ccccc2)c2c1-c1ccccc1SC2,?
NC(=O)c1ccc(-c2nc3c([nH]2)CN(C(=O)CN2CCOCC2)CC3)cc1,i
COc1cc(Cl)c(C)cc1NC(=O)Cn1ncc2c([nH]c3ccccc32)c1=O,-11.3%
O=C(CCc1ccccc1)NCCc1c[nH]c2ccccc12,10.7%
CC(C)(C)c1cnc(-c2ccccc2)[nH]1,3.6%[230 µM]
O=C(Nc1ccc(F)cc1F)N1CCN(c2cc(=O)n3nc(-c4ccco4)sc3n2)CC1,23.5%
NC(=O)Cn1ccc2cc(OCC3CCN(C(=O)Oc4ccccc4Cl)CC3)cnc21,28.2µM*
O=C(COc1ccccc1F)Nc1ccc(OCc2cc(=O)n3ccccc3n2)cc1,-37.7%
CCCC(NC(=O)c1c(F)cccc1F)c1ccccc1 (stereo not drawn),-21.1%
N#Cc1ccc([S+](=O)([O-])N2CCC3(CC2)OCCN(CC2CC2)C3=O)cc1,-9.3%[86.2 µM]
COc1cc(CNC(=O)c2cc(C3CC3)nc3onc(C)c23)ccc1OC(F)F,-1.3%
O=C(NCC1CC1)C1CC1c1ccncc1 (stereo not drawn),-9.4%
COc1ccc(-c2nc(CNC(=O)Nc3ccc(C)cc3Cl)c(C)o2)cc1,29.1%
Cc1ccc(C(CC(=O)Nc2cc(C)cc(C)c2)N2Cc3ccccc3C2=O)cc1 (stereo not drawn),-23.3%
CC[C@@H]1[C@H](NC(=O)c2cccc(N3CCS(=O)(=O)CC3)c2)[C@@H]2CCO[C@H]12,22.4µM*
O=C(O)C/C(=C/c1ccc(Cl)s1)c1nc2ccccc2o1,-30.0%
CCOc1cc(S(=O)(=O)N(CCO)CCO)ccc1Cl,-17.8%
CC(C)[n+]1ccn(C2=C([O-])c3ccccc3C(=O)/C2=N\S(=O)(=O)c2ccccc2)c1,-25.0%
O=C(NCc1ccco1)c1c[nH]c2ccc(S(=O)(=O)Nc3ccc(F)cc3F)cc2c1=O,?
Cc1ccc(Cl)cc1N1CCN(Cc2nnc(-c3ccc4c(c3)OCO4)o2)CC1,?
N#Cc1nc(-c2cccc3ccccc23)oc1NCc1ccc(F)cc1,-53.3%
COCCN1CCCCCC(O)c2cc(C(=O)N3CCN(c4ccc(OC)cc4)CC3)ccc21 (stereo not drawn),?
COc1cccc(-c2nnc3sc(NC(=O)C(C)C)nn23)c1,-2.6%
CCNc1nc(NCC)nc(N(C)/N=C/c2ccco2)n1,?
COC(=O)CCCNC(=O)[C@@H]1[C@@H](NC(=O)NC2CCCCC2)CCN1C(=O)CC(C)(C)C,7.3%

Continued.
SMILES,KDM5B inhibitor
CCn1c(C2CCCN(C(=O)c3ccco3)C2)nn(C)c1=O (stereo not drawn),15.1%
CC(=O)Nc1ccc(S(=O)(=O)N2CCN(C(=O)c3ncoc3-c3ccc(F)cc3)CC2)cc1,-2.1%
O=C(NCCc1ccccc1)C(=O)NCC1OCCN1S(=O)(=O)c1ccc2c(c1)OCCO2 (stereo not drawn),-6.3%
O=C(NCc1nnc2n1C(C(=O)O)CC2)c1cccc(Cl)c1 (stereo not drawn),-5.6%[149 µM]
CCOc1ccccc1NC(=O)CSC1=Nc2ccccc2C2=NC(CC(=O)NC3CCCCC3)C(=O)N12 (stereo not drawn),16.9%
COc1ccc(Cl)cc1C(=O)NCCS(=O)(=O)N1CCN(c2ccccc2OC)CC1,-3.9%
COc1cccc(CNC(=O)[C@@H]2C[C@@H](O)CN2C2CCN(C(=O)c3cccc4nccnc34)CC2)c1,?
Cc1cccc(NC(=O)c2ccc3c(c2)N(C)C2CCCCCN2C3=O)c1 (stereo not drawn),?
Cc1ccc(C(=O)CCN2CCCCCC2)cc1,-14.9%
Cc1cc(C)c(NC(=O)COC(=O)c2cccc(C)c2O)c(Cl)c1,27.7%
Cc1ccc2c(CN(Cc3cccs3)C(C)C)cc(=O)oc2c1,-11.4%
COc1cc(/C=C/C(=O)Nc2ccc(S(=O)(=O)Nc3ncccn3)cc2)ccc1OCC#N,-20.5%
Cc1ccc(C(=O)N2CCCC(C)C2)cc1S(=O)(=O)N1CCCCC1 (stereo not drawn),5.6%
COc1ccc(C2(C(=O)NCC(=O)N3CCCCCCNC(=O)CC3c3ccccc3)CC2)cc1 (stereo not drawn),30.5%
Cc1ccc(-c2cccc(CN3CCCC(c4nc5ccc(C)cc5c(=O)[nH]4)C3)c2)c(C)c1 (stereo not drawn),?
O=S(=O)(c1ccccc1)c1nnn2c1nc(NCc1ccncc1)c1ccccc12,?
c1ccc(Nc2cc3c(cn2)CN(Cc2ccsc2)CCN3)cc1,39.8µM*
CCCNc1nc(NCc2ccccc2OC)c2cnn(C)c2n1,?
Cc1ccc(-c2cc(C(=O)O)c3ccc(C)c(C)c3n2)cc1,?
Cc1ccccc1CNC(=O)C1CCN(C(=O)c2ncn3c2COC(c2ccccc2)C3)CC1 (stereo not drawn),1.4%
Cc1ccc(N2CCN(C(=O)c3c(C)oc4ncn(C)c(=O)c34)CC2)c(C)c1,12.7%
Cc1ccc2c(c1)cc1c(=O)n(Cc3cccc(Cl)c3)nc(C)n12,-2.8%
O=C(CCC(=O)c1ccc(Cl)cc1)OCC(=O)c1ccc(OCc2ccccc2)cc1,5.8%
CC1(C)CC(NC(=O)COc2ccc3ccc(=O)oc3c2)CC(C)(C)N1,?
COc1ccc(F)c(CN2CCCC(O)(CN(C)Cc3cc(C)on3)C2=O)c1 (stereo not drawn),6.3%
Cc1cccc(NC(=O)Cn2nnc(-c3nc(-c4ccncc4)no3)c2N)c1,0.3%
N#CC1(NC(=O)CNc2cccc(F)c2)CCCC1,20.7%
Cc1ccc(NC(=O)CC(O)(c2nccn2C)C(F)(F)F)cc1C (stereo not drawn),?
O=C1CSC(=Nc2cccc(Cl)c2Cl)N1Cc1cccnc1,10.7%
CC1CCN(c2nc3c(-c4cccc(Br)c4)nnn3c3ccccc23)CC1,-18.4%
O=C(Nc1cccc(C(F)(F)F)c1)N[C@H]1[C@H](O)[C@@H](N2CCC(Cc3ccccc3)CC2)[C@@H]2OC[C@H]1O2,-36.4%
COc1ccccc1N1CCN(C(=O)c2ccccc2NC(=O)Cn2c(C)cc(C)c(C#N)c2=O)CC1,-21.7%
O=C(c1cccc(S(=O)(=O)Nc2ccc(F)cc2)c1)N1CCOCC1,-38.5%
COc1ccccc1-c1cnc2n[nH]c(-c3ccc(F)cc3C)c2n1,?
CC1=NN(C(=O)CSCc2ccccc2Cl)C(O)(C(F)(F)F)C1 (stereo not drawn),-15.8%
O=C(NCc1cccs1)c1cc(-c2cccnc2)nc2ccccc12,10.0%
CCOC(=O)c1cccc(NC(=O)c2ccc3c(c2)N(CC)C2CCCCN2C3=O)c1 (stereo not drawn),?
Cc1ccc(C(=O)N2C[C@@H](CO)[C@H](c3ccncc3)C2)nc1,4.1%

Screening data: PubChem, National Center for Advancing Translational Sciences (NCATS)
